Assay outcomes as filed in PubChem.
Menin-MLL TR inh = qHTS Assay for Inhibitors Targeting the Menin-MLL Interaction in MLL Related Leukemias: Competition With Texas Red Labeled MLL-derived Mutant Peptide; AID 1768, 2009; Menin + Texas Red MLL mutant peptide, fluorescence polarization; O00255; 270,000 tested, 0.23% active; Potency, µM (doses to about 61.6 µM), inactives show top-dose FP activity change, negative = inhibition, hits mostly inhibitors; active = well fitted inhibition curve with a large enough effect in the polarisation, with a control signal flat, not every such curve was filed as active; inconclusive = small, poorly fitted or top-dose-only effect, or effect the other way, or a change in a side signal; inactive = no such curve, though single readings can be large or run the other way; the % refers to the polarisation; note: % of control where 0% means no effect; many of its hits are not listed in these tables
Target sequence (O00255 whole entry, looked up): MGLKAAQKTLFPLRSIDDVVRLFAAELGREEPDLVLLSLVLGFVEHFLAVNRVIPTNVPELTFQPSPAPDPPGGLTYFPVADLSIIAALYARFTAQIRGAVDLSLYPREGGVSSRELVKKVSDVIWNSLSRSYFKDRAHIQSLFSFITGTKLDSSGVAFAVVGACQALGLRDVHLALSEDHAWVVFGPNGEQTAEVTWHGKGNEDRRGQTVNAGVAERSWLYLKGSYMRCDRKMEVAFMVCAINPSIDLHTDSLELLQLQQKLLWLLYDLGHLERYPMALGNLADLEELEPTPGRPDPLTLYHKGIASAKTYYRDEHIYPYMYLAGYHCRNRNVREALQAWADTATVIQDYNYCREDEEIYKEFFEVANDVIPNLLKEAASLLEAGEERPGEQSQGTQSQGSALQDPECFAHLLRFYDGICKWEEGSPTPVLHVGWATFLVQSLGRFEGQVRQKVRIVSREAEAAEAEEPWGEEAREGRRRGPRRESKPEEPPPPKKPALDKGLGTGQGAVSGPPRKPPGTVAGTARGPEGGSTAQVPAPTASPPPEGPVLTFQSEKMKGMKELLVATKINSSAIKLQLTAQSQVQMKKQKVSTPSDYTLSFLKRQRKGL
VP16 counter = VP16 counterscreen qHTS for inhibitors of ROR gamma transcriptional activity; Potency, µM (series often up to 53.6 µM), without a hit: at the top dose activity, negative = inhibition, usual class: inhibitors; 310,000 tested, 3.5% active; AID 2546, 2010; Drosophila S2 Gal4-VP16 UAS-luciferase, luminescence, 20 h;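 note: Gal4-VP16 expression switched on by copper sulfate through the metallothionein promoter; % is set by controls: 0 for no effect and ±100 for the full control effect; nearly all actives have a fitted effect of over 50% in size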
RORgamma inh = qHTS for inhibitors of ROR gamma transcriptional activity | Nuclear receptor ROR-gamma (Mus musculus), P51450 | Drosophila S2 Gal4-RORgamma UAS-luciferase reporter, 20 h | Potency, µM (highest dose often 53.6 µM), inactives show top-dose activity change, negative = inhibition, actives largely listed as inhibitors | 310,000 tested, 5.4% active; note: % is set by controls: 0 for no effect and ±100 for the full control effect; nearly all actives have a fitted effect of over 60% in size
Target sequence (P51450 whole entry, looked up, the tested form may be a part): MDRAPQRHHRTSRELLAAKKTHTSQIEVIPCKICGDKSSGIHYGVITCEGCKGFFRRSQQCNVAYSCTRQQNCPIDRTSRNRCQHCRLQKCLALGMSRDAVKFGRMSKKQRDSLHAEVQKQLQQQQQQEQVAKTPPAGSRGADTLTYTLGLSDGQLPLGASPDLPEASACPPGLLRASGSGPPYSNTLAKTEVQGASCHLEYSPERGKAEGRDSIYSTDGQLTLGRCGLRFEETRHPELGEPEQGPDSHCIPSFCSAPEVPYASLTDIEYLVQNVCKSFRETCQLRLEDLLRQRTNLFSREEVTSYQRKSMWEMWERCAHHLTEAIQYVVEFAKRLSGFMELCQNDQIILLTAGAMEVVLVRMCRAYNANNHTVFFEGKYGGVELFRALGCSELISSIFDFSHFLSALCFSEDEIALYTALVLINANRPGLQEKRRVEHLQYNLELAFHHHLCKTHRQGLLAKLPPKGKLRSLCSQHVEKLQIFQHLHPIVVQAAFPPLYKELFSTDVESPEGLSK
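Schneider cells (Drosophila), stable Gal4 DBD–ROR gamma + UAS-luc; 1 hr cmpd preincubation; Cu2+ induction 700 uM final; 20 hr ambient; luminescence.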
* = called active by the depositor; ? = inconclusive; [ ] = remark or other dose. Unless noted, calls come from the whole dose curve; as a rule, active = well fitted curve in the direction sought with a large enough effect; inconclusive = small, poorly fitted or top-dose-only effect, or another doubt; inactive = no such curve, though single readings can be large; an effect the other way counts as inactive or inconclusive. Potency is the fitted concentration of half-maximal effect.

SMILES	Menin-MLL TR inh	VP16 counter	RORgamma inh
Cc1noc(C)c1-c1ccc2ncnc(NCc3ccccc3C(F)(F)F)c2c1	4%	-25%	-27%
CCOC(=O)C(Cc1ccc(O)cc1)NC(C)=O (configuration not stated)	-21%	-4%	4%
COC(=O)NC(c1ccco1)[C@@]1(C(=O)OC)CCCC1=O (some centres not stated)	-6%[11.7 µM]	-4%[10 µM]	-2%[10 µM]
COc1ccc(C2/C=C\CN(Cc3ccccc3)C(C)C(=O)N2Cc2ccc(F)cc2)cc1 (configuration not stated)	0%	-3%	?
COc1ccc(-n2c(=O)c(CCc3ccccc3)nc3cnc(N4CCOCC4)nc32)cc1	-8%	-5%	-11%
COCCn1c(=O)cnc2cnc(OCc3ccccc3)nc21	3%	-10%	0%
O=c1c(O)c(-c2ccc(O)cc2)oc2ccccc12	?	-28%	7.9µM*
C[C@@H]1CC[C@@H]2C(=O)N3[C@@H](CC[C@@H](C)[C@@H]3c3ccc(-c4ccco4)cc3)C(=O)N2[C@H]1c1ccc(-c2ccco2)cc1	11%[11.7 µM]	1%[10 µM]	-12%[10 µM]
CN(C)C1C(=O)C(C(N)=O)C(=O)C2(O)C(=O)C3C(=O)c4c(O)ccc(Cl)c4C(O)C3CC12 (configuration not stated)	?	-8%	-11%
c1ccc2c(c1)OCCOCCOCCOCCO2	8%	-7%	-2%
O=C(c1ccncc1)N1CCC2(CCN(Cc3ccncc3)CC2)CC1	?	-6%	1%
Cc1nc2cnc(N3CCOCC3)nc2n(C[C@H]2CCCO2)c1=O	0%	-9%	2%
NC(=O)C1O[C@@H](O)[C@H](O)[C@@H](O)[C@H]1O (some centres not stated)	15%	-3%	-6%
C=C[C@](C)(O)CCC1C(=C)CC(OC(C)=O)C2C(C)(C)CCCC12C (some centres not stated)	?	-17%	1.1µM*
Cc1ccc(SCC(c2ccccc2)N2CCN(CC(C)C)CCC2=O)cc1 (configuration not stated)	-25%	-15%	22%
Cc1nc2cnc(N(C)C)nc2n(Cc2ccc(F)cc2)c1=O	?	-14%	-15%
C=C(C(=O)O)[C@@H]1CC[C@@]2(C)CCC[C@](C)(O)[C@@H]2C1	4%	-6%	-3%
COc1cc(C(=O)N2CCCCCCC2)cc(OC)c1OC	8%	9%	19%
Cc1ccc(O)c2ncccc12	-1%	8.9µM*	5µM*
CN(C)C(=O)c1ccc(-c2nc(Nc3ccncc3)c3ccccc3n2)cc1	?	-5%	-40%
OC[C@H]1OC(O)[C@@H](O)[C@@H](O)[C@H]1O (some centres not stated)	-1%	-1%	19%
CC(=O)Nc1ccc(OS(=O)(=O)O)cc1	14%	-9%	-2%
CC1(C)CC(=O)C([C@H]2C3=C(CC(C)(C)CC3=O)Oc3ccccc32)C(=O)C1	2%[24.8 µM]	0%	18%
O=C(OCCOCCO)c1ccccc1Nc1cccc(C(F)(F)F)c1	-27%[24.8 µM]	-16%[17 µM]	1%[16.9 µM]
CC(C)Oc1ccc2c(=O)c3cc(C(=O)O)ccc3oc2c1	?	-3%	1%
SMILES	Menin-MLL TR inh	VP16 counter	RORgamma inh
O=c1c(-c2cc(F)cc(F)c2)nc2cnc(Oc3ccccc3)nc2n1C[C@H]1CCCO1	2%	-4%	-11%
CC(C)CO/N=C1/C[C@@H](O)[C@@H](O)[C@@H]2[C@@H]3C(=O)N([C@@H](C)c4ccccc4)C(=O)[C@H]3CC[C@H]12	-9%[11.7 µM]	-3%[10 µM]	1%[10 µM]
C=CCOC(=O)[C@H](O)[C@@H](O)C(=O)OCC=C	-9%	1%	-1%
CNc1nc(-c2ccc3c(c2)OCO3)nc2ccccc12	32%[activator]	-3%	12%
CC(=O)OC1CCC2(C)C3=C(CCC2C1(C)C)[C@]1(C)CCC(C(C)CCC=C(C)C)[C@]1(C)CC3 (some centres not stated)	-3%	-2%	-14%
CC1(OC(=O)CCc2ccccc2)C(=O)C=C2C=C(C3CC3)OC=C2C1=O (configuration not stated)	0%	-7%	14%
COC(=O)[C@]1(C)CCC[C@]2(C)c3ccc(C(C)C)cc3C(=O)CC12 (some centres not stated)	-18%	-2%	1%
COc1cccc(Cn2c(=O)cnc3cnc(Oc4cccc(Cl)c4)nc32)c1	12%	21%	-1%
CC(C)C(N)C(=O)NC(Cc1c[nH]c2ccccc12)C(=O)O (configuration not stated)	-4%	3%	-6%
CC1(O)C(=O)C=C2C=C(CCCCOCc3ccccc3)OC=C2C1=O (configuration not stated)	23%[11.7 µM]	-1%[10 µM]	-4%[10 µM]
CCCC[C@H](NC(=O)[C@H](CO)NC(=O)[C@H](Cc1ccc(O)cc1)NC(=O)[C@H](CO)NC(C)=O)C(=O)N[C@@H](CCC(=O)O)C(=O)N[C@@H](Cc1cnc[nH]1)C(=O)N[C@H](Cc1ccccc1)C(=O)N[C@@H](CCCNC(=N)N)C(=O)N[C@@H](Cc1c[nH]c2ccccc12)C(=O)NCC(=O)N[C@@H](CCCCN)C(=O)N1CCC[C@H]1C(=O)N[C@H](C(N)=O)C(C)C	1%	-5%	-15%
O=C(O)/C=C/c1ccccc1	-4%	-2%	7%[10 µM]
CC(=O)OCC(=O)[C@@]1(O)[C@H](OC(C)=O)C[C@H]2[C@@H]3CCC4=CC(=O)C=C[C@]4(C)[C@@]3(F)[C@@H](O)C[C@@]21C	-1%	-23%	13%
COC(=O)[C@H](C)NC(=O)C/C=C\[C@@H](C)[C@H]1C=C[C@H](O)[C@@H](CO)O1	-17%[11.7 µM]	11%[10 µM]	-16%[10 µM]
COc1ccc(-n2c(=O)c(C)nc3cnc(OC)nc32)cc1	-1%	-14%	0%
CNc1ncncc1-c1ccc(C(=O)N(C)C)cc1	0%	13%	-26%
C=C(C)C(=O)OCCO	-13%	-6%	5%
CC(C)c1ccc2c(c1)CC[C@@H]1[C@@](C)(CN)CCC[C@]21C	-3%[24.8 µM]	-11%	-4%
Cc1nc2cnc(N3CCNCC3)nc2n(Cc2cccs2)c1=O	-3%	6%	1%
CC(C)=CCc1c(O)cc2occ(-c3ccc4c(c3)OCO4)c(=O)c2c1O	?	14µM*	?
CCOC(=O)Cc1ccc(-c2ccccc2)cc1	0%	-18%	18%[10 µM]
CCC1CC=CC2C1C(=O)N(Cc1ccccc1)C2c1ccoc1 (configuration not stated)	?	?	?
Cc1ccccc1-c1ccc2ncnc(N3CCNCC3)c2c1	-20%	-2%	-10%
COC(=O)/C(=C1/OC(=O)C(c2ccccc2)=C1O)c1ccccc1	0%	1%	19%
CCCCC1=CC2=C(OC(C)=O)C(=O)C(C)(OC(=O)c3ccc(Cl)nc3)C(=O)C2=CO1 (configuration not stated)	-9%	-2%	19%

In the list so far, eight contain a carbonyl joined to an NH by a bond outside any ring:
SMILES	Menin-MLL TR inh	VP16 counter	RORgamma inh
CCOC(=O)C(Cc1ccc(O)cc1)NC(C)=O (configuration not stated)	-21%	-4%	4%
COC(=O)NC(c1ccco1)[C@@]1(C(=O)OC)CCCC1=O (some centres not stated)	-6%[11.7 µM]	-4%[10 µM]	-2%[10 µM]
CN(C)C1C(=O)C(C(N)=O)C(=O)C2(O)C(=O)C3C(=O)c4c(O)ccc(Cl)c4C(O)C3CC12 (configuration not stated)	?	-8%	-11%
NC(=O)C1O[C@@H](O)[C@H](O)[C@@H](O)[C@H]1O (some centres not stated)	15%	-3%	-6%
CC(=O)Nc1ccc(OS(=O)(=O)O)cc1	14%	-9%	-2%
CC(C)C(N)C(=O)NC(Cc1c[nH]c2ccccc12)C(=O)O (configuration not stated)	-4%	3%	-6%
CCCC[C@H](NC(=O)[C@H](CO)NC(=O)[C@H](Cc1ccc(O)cc1)NC(=O)[C@H](CO)NC(C)=O)C(=O)N[C@@H](CCC(=O)O)C(=O)N[C@@H](Cc1cnc[nH]1)C(=O)N[C@H](Cc1ccccc1)C(=O)N[C@@H](CCCNC(=N)N)C(=O)N[C@@H](Cc1c[nH]c2ccccc12)C(=O)NCC(=O)N[C@@H](CCCCN)C(=O)N1CCC[C@H]1C(=O)N[C@H](C(N)=O)C(C)C	1%	-5%	-15%
COC(=O)[C@H](C)NC(=O)C/C=C\[C@@H](C)[C@H]1C=C[C@H](O)[C@@H](CO)O1	-17%[11.7 µM]	11%[10 µM]	-16%[10 µM]

(next part)
SMILES	Menin-MLL TR inh	VP16 counter	RORgamma inh
CCCCC/C=C\C/C=C\C/C=C\C/C=C\CCCC(=O)O[C@H](COCCCCCCCCCCCCCCCC)COP(=O)([O-])OCC[N+](C)(C)C	1%	-10%	-8%
CCCCCCCCCC(=O)O[C@H](CC(=O)O)C[N+](C)(C)C	-5%[24.8 µM]	5%	3%
COc1ccc(Oc2ncc3nc(-c4cccs4)c(=O)n(CCC#N)c3n2)cc1	10%	-1%	-12%
NC(=O)[C@@H]1CCCN1C(=O)C(Cc1cnc[nH]1)NC(=O)C1CCC(=O)N1 (some centres not stated)	1%	-18%	16%
CC/C=C\C/C=C\C/C=C\C/C=C\C/C=C\C/C=C\CCC(=O)NCCc1ccc(O)c(O)c1	-5%	-10%	-28%
COc1ccc2c(c1)C(=O)[C@H](OC(=O)NS(=O)(=O)c1ccc(F)cc1)[C@@H](c1ccc(OC)c(Br)c1)O2	1%	-13%	?
CCOC(C)OCC	2%	-2%	2%
N#Cc1ccc(CN2CCCC3(CCN(C(=O)c4csnn4)CC3)C2)cc1	-11%	-14%	4%
CC(=O)OC/C=C(\C)CC/C=C(\C)CC/C=C(\C)CC/C=C(\C)CC/C=C(\C)CC/C=C(\C)CC/C=C(\C)CC/C=C(\C)CCC=C(C)C	-18%	-1%	6%
O=c1cnc2cnc(Oc3cccc(Cl)c3)nc2n1Cc1ccc(F)cc1	18%	-7%	11%
O=C(c1cnccn1)N1CCC2(CC1)CN(c1ncccn1)C2	-5%	-12%	-23%
COc1cc(O)c(C(=O)O)c(O)c1	-2%	-6%	1%
Cc1noc(C)c1C(=O)N1CCC2(CC1)CN(c1ccccc1)C2	-20%	-12%	?
CN1CCN(c2ncnc3ccc(-c4cccc(NS(C)(=O)=O)c4)cc23)CC1	?	-21%	-15%
C/C=C(\C)C(=O)C[Si](C)(C)c1ccccc1	1%	-2%	1%
Cc1ccc(F)cc1-c1ccc(C(=O)N=C(N)N)o1	5%	-2%	-43%
NC1=NC2C(N=C(Br)N2[C@@H]2O[C@H]3COP(=O)(O)O[C@@H]3[C@@H]2O)C(=O)N1 (some centres not stated)	-11%	-6%	-7%
CC[C@H](C)[C@H](NC(=O)[C@H](CO)NC(=O)[C@H](CC(C)C)NC(=O)[C@H](CO)NC(=O)[C@@H]1CCCN1C(=O)[C@H](CC(N)=O)NC(=O)[C@@H](N)CC(=O)O)C(=O)N[C@@H](CC(=O)O)C(=O)N[C@@H](CC(C)C)C(=O)N[C@H](C(=O)N[C@@H](Cc1ccccc1)C(=O)N[C@@H](Cc1cnc[nH]1)C(=O)N[C@@H](CC(C)C)C(=O)N[C@@H](CC(C)C)C(=O)N[C@@H](CCCNC(=N)N)C(=O)N[C@H](C(=O)N[C@@H](CC(C)C)C(=O)N[C@@H](CC(C)C)C(=O)N[C@@H](CCC(=O)O)C(=O)N[C@@H](CC(C)C)C(=O)N[C@@H](C)C(=O)N[C@@H](CCCNC(=N)N)C(=O)N[C@H](C(=O)N[C@@H](CCC(N)=O)C(=O)N[C@@H](CO)C(=O)N[C@@H](CCC(N)=O)C(=O)N[C@@H](CCCNC(=N)N)C(=O)N[C@@H](CCC(=O)O)C(=O)N[C@@H](CCCNC(=N)N)C(=O)N[C@@H](C)C(=O)N[C@@H](CCC(=O)O)C(=O)N[C@@H](CCC(N)=O)C(=O)N[C@@H](CC(N)=O)C(=O)N[C@@H](CCCNC(=N)N)C(=O)N[C@H](C(=O)N[C@H](C(=O)N[C@@H](Cc1ccccc1)C(=O)N[C@@H](CC(=O)O)C(=O)N[C@@H](CO)C(=O)N[C@H](C(N)=O)C(C)C)[C@@H](C)CC)[C@@H](C)CC)[C@@H](C)O)[C@@H](C)O)[C@@H](C)O	-9%	-13%	0%
COC(=O)NC(c1ccccc1)C(C#N)C(=O)OC (configuration not stated)	-7%[11.7 µM]	-3%[10 µM]	-16%[10 µM]
CC(N)=NCCC[C@H](N)C(=O)O	-12%[24.8 µM]	-9%	-2%
Cc1noc(C)c1-c1ccc2ncnc(NCc3ccc(C(F)(F)F)o3)c2c1	12%	15%	?
Cc1ccc(-c2ncc(Cl)cc2-c2ccc(S(C)(=O)=O)cc2)cn1	-1%	-3%	12%[10 µM]
Cn1c2c(c(=O)c3ccccc31)C[C@@H](O)C(C)(C)O2	13%	-5%	1%
Cc1noc(C)c1-c1cc(Nc2ccc(F)cc2)ncn1	7%	4%	-2%
C=C(C(C)=O)C(O)c1cccs1 (configuration not stated)	-7%	-3%	-16%
CCCCC[C@H](O)/C=C/[C@H]1[C@H](O)CC(=O)[C@@H]1CCCCCCC(=O)O	-9%	4%	-18%
O=C(c1ccncc1)N1CCC[C@@]2(CCN(Cc3ccncc3)C2)C1	1%	-2%	-7%

Some of the compounds tested; rates above refer to the full screens.
